# PI5P4K alpha inh: qHTS for Inhibitors of phosphatidylinositol 5-phosphate 4-kinase (PI5P4K) | max response, % | 330,000 compounds, 1.2% hits | PI5P4Kalpha enzyme, ADP-Glo luminescence, 60 min; hits give low values; active means max response of -50% or lower; inconclusive means between -30% and -50%; inactive means -30% or higher; further: value at the top dose of about 77 µM; on the % scale 0 is the no-effect control and ±100 the full control effect
# Target sequence (P48426 whole entry, looked up): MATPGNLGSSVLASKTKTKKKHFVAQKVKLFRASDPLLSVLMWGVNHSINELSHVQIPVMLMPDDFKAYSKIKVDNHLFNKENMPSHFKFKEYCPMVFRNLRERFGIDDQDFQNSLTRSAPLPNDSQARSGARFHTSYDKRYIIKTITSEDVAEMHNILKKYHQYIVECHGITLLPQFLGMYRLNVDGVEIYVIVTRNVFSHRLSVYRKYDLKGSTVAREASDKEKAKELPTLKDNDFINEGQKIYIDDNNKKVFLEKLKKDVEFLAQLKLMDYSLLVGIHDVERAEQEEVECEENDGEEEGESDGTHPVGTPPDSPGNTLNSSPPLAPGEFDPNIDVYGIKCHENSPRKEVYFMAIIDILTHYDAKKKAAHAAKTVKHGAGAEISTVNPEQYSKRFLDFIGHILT
#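 PI5P4Kalpha ADP-Glo assay; 5 microM ATP final; 60 min RT reaction; HEPES pH 7.4/EGTA/CHAPS, 5% DMSO; controls lacking substrate or enzyme; luminescent end-point.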
# EPAC1 ag: qHTS for Agonist of cAMP-regulated guanine nucleotide exchange factor 3 (EPAC1): primary screen | 360,000 compounds, 0.073% hits | EPAC1 agonist qHTS, biochemical assay; response scale: 100% = response to 6.5 mM cAMP | Potency, µM (series often up to 154 µM), for inactives: at the top dose activation, actives largely listed as activators | AID 720707, 2013; further: potency means the concentration at half of the fitted maximal effect; nearly all actives have a fitted effect of over 60% in size
#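 Multi-concentration qHTS readout: loss of Rap1B-bound BODIPY-GDP fluorescence driven by 100 nM EPAC1 with excess GDP (50 uM), monitored kinetically at room temperature; agonist response expressed relative to 6.5 mM cAMP.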
# FUS yeast rescue: qHTS for Suppressors of FUS Proteinopathy: Primary screen using FUS-linked yeast assay; S. cerevisiae FUS-expressing, growth rescue, OD600, 24 h; Potency, µM (series often up to 76.6 µM), inactives show top-dose growth rescue (activation), most hits filed as activators; 390,000 compounds, 0.24% hits; AID 1347120, 2019;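 further: potency means the concentration at half of the fitted maximal effect; plate controls were DMSO vehicle for no effect and reference control for full effect; nearly all actives have a fitted effect of over 55% in size; some results filed as inactive show a strong effect at the top dose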
#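 Yeast expressing FUS under galactose induction, OD 0.005 in 2% galactose medium; compounds in a dilution series, 24 h at 30C. Growth rescue by absorbance at 600 nm; CP55940 positive control, DMSO negative.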
# IL-2 act: qHTS of IL-2 Activators. 360,000 compounds, 0.065% hits. IL-2 activation reporter assay, cell-based qHTS; stimulated with anti-CD3/CD4/CD28 beads; in transgenic mouse T cells. activation, % (series mostly up to about 46 µM); in the data active means activation above about 50%; inconclusive means mostly about 30% to 49%; further: 0% is about no effect
#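 Readout: EGFP and DsRed signals by fluorescent plate cytometry. Unstimulated transgenic mouse T cells received compound 60 min before antibody-bead stimulation, then incubated 18 h at 37 degrees C.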
# EPAC1 antag: qHTS for Antagonist of cAMP-regulated guanine nucleotide exchange factor 3 (EPAC1): primary screen; Rap guanine nucleotide exchange factor 3 (Homo sapiens), O95398; EPAC1 GEF assay, Rap1b-BODIPY-GDP exchange fluorescence; Potency, µM (top dose mostly 115 µM), inactives show at the top dose activity change, negative = inhibition, hits mostly inhibitors; 360,000 compounds, 0.14% hits; AID 720709, 2013;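 further: potency means the concentration at half of the fitted maximal effect; plate controls were vehicle for no effect and positive control for full effect; nearly all actives have a fitted effect of over 50% in size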
# WRN helicase inh: qHTS for Inhibitors of WRN Helicase; 360,000 compounds, 0.46% hits; WRN helicase unwinding, fluorescent forked duplex, kinetic; AID 651768, 2012; Potency, µM (top dose mostly 114 µM), for the others: at the top dose activity change, negative = inhibition, usual class: inhibitors; further: potency means the concentration at half of the fitted maximal effect; on the % scale 0 is the no-effect control and ±100 the full control effect; nearly all actives have a fitted effect of over 55% in size
#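 Enzyme (20 nM final) and test compound sit together 15 min at room temperature before substrate addition. Substrate is a single-forked duplex oligonucleotide (100 nM) labelled with fluorophore and quencher, with 2 mM ATP; helicase unwinding raises red fluorescence, read kinetically.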
# Abeta rescue: qHTS for compounds that reverse cellular toxicity of Amyloid beta (A-beta) peptide in yeast: Primary Screen; yeast expressing A-beta42, growth rescue, OD600, 48 h; response scale: 0% DMSO, 100% iron-clioquinol control; Potency, µM (series often up to 46.1 µM), inactives show top-dose growth rescue, hits mostly activators; 410,000 compounds, 0.063% hits; further: potency means the concentration at half of the fitted maximal effect; nearly all actives have a fitted effect of over 55% in size
#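 Yeast growth medium received pinned compounds, then yeast cells expressing toxic A-beta were added; plates incubated at 30 C for 48 hr. Growth read as absorbance at 600 nm, normalized to DMSO and equimolar FeCl3 plus clioquinol controls.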
# PLK1 PBD inh: qHTS for Inhibitors of PLK1-PDB (polo-like kinase 1 - polo-box domain): Primary Screen | Serine/threonine-protein kinase PLK1 (Homo sapiens), P53350 | Plk1 PBD binding of FITC phosphopeptide, fluorescence polarization | Potency, µM, inactives show max response, negative = inhibition, hits mostly inhibitors | 360,000 compounds, 2.8% hits | AID 720504, 2013; further: potency means the concentration at half of the fitted maximal effect; series mostly up to about 57 µM; on the % scale 0 is the no-effect control and ±100 the full control effect; nearly all actives have a fitted effect of over 65% in size
# Target sequence (P53350 whole entry, looked up, the tested form may be a part): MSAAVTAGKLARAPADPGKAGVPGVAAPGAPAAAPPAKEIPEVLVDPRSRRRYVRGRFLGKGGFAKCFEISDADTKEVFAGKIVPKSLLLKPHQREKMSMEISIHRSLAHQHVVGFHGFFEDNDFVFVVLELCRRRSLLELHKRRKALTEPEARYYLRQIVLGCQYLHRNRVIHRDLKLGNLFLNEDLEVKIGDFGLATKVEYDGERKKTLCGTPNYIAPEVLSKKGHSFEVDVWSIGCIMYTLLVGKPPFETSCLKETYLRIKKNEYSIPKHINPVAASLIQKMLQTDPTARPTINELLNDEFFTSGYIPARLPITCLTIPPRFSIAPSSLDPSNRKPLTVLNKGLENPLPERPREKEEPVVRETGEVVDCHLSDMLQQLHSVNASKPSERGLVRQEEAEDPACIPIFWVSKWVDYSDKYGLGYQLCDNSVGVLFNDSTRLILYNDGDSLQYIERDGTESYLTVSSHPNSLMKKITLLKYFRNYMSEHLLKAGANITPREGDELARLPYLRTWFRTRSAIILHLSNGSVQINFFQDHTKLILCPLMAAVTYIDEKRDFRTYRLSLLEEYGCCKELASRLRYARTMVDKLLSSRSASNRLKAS
# * hit, by the source's call; ? = inconclusive; nt = not tested or not shown; [ ] = another dose, or the depositor's remark. Unless noted, the call rests on the fitted dose curve; in most records, active means well fitted curve in the direction sought with a large enough effect; inconclusive means small, poorly fitted or top-dose-only effect, or another doubt; inactive means no such curve, though single readings can be large; an effect the other way counts as inactive or inconclusive. An unsorted share of the library; 4.1% or so of the library scored in one or more.
SMILES,PI5P4K alpha inh,EPAC1 ag,FUS yeast rescue,IL-2 act,EPAC1 antag,WRN helicase inh,Abeta rescue,PLK1 PBD inh
Cc1cc(=O)oc2cc(OC(C(=O)O)c3ccccc3)ccc12 (centres undefined),-4,6%,4%,-0.2,-14%,11%[57.1 µM],-21%,-12%
COc1cc(OC)c(C(=O)OCC(=O)NC2CCCC2)cc1OC,1,-1%,31%,-1.8,-11%,-2%,1%,-1%
COc1ccc(CN(C(=O)c2cc3ccccc3oc2=O)C2CCCCC2)cc1OC,0,-2%,25%,1.1,5%,-2%,-11%,-1%
CCN1CCN(C(=O)CN(c2ccccc2C)S(C)(=O)=O)CC1,4,1%,42%,1.2,12%,-8%,3%,-5%
Cc1ccc(C(=O)NCCC(=O)N2CCC3(CC2)NCCc2[nH]cnc23)cc1C,10,-9%,5%,-0.2,14%,6%,1%,-14%
O=C1CCC(C(=O)N2CCCCO2)CN1Cc1ccc(Cl)cc1 (centres undefined),-6,0%,nt,-2.8,-16%,-35%,0%,-2%
Cc1ccccc1C(=O)NCC(=O)NC1CC1,-1,10%,nt,-1.9,6%,2%,1%,2%
C=CCOc1ccc(C2C(C(=O)c3ccc(C)o3)=C(O)C(=O)N2Cc2cccnc2)cc1 (centres undefined),9,2%,?,1.8,0%,3%,-20%,-6%
CN(C)c1ccc(C2N(c3ccc(F)cc3)C(=O)C3CCCN32)cc1 (centres undefined),0,1%,-18%,-3.5,0%,-2%,0%,-9%
CCc1nc2c(OCc3ccc(Cl)cc3Cl)cccn2c1N(C)C(=O)c1ccccc1F,7,-4%,?,-0.1,-16%,-11%,13%,1%
O=C(c1ccc2nc(N3CCOCC3)sc2c1)N1CCN(C(=O)c2ccco2)CC1,2,-12%,-20%,-2.6,5%,2%,0%,-2%
CCCn1c(SCC(=O)NCCc2ccccc2)nnc1-c1cccnc1,0,5%,22%,1.5,1%,5%,3%,-4%
COc1ccc(N(C(=O)c2ccco2)S(=O)(=O)c2ccccc2)cc1,nt,1%,-12%,0.8,-2%,-4%,2%,-2%
Cc1ccc(NC(=O)C2COc3ccccc3O2)cc1 (centres undefined),-10,-6%,-7%,0.9,5%,5%,-13%,-4%
NC(=O)C1CCN(c2oc(-c3ccccc3)nc2S(=O)(=O)c2ccc(Br)cc2)CC1,-6,-3%,40%,0.4,3%,?,-1%,-22%
CC(C)Oc1cc(O)c2c(=O)c(-c3ccc(O)cc3)coc2c1,10,-10%,13%,-1.4,-17%,-7%,-15%,-4%
CCC(C)(C)NC(=O)C(c1ccccc1Cl)N(C(=O)CCC(=O)Nc1cc(C)on1)c1ccc(NC(C)=O)cc1 (centres undefined),0,-13%,21%,0.2,0%,0%,5%,-16%
C=CC[C@]12CC=CC(=O)[C@@]1(O)O[C@H](c1ccc(OC)c(OC)c1)[C@H]2C,1,-9%,-9%,-0.7,-25%,-16%,-36%[inhibitor],0%
CSCCC(C(=O)NC1CCCC1)n1c(C2CCCC2)nc2ccccc21 (centres undefined),-6,-8%,-4%,-0.5,-6%,3%,-1%,-5%
CC(=O)Nc1ccc(Nc2cc(C)nc3c(-c4ccccc4)c(C)nn23)cc1,10,6%,-5%,2.3,-20%,-8%[57.1 µM],14%,14%
Cn1c(=O)oc2cc(S(=O)(=O)N3CCCC(C(=O)NCc4ccc5c(c4)OCO5)C3)ccc21 (centres undefined),-3,6%,7%,-0.2,-8%,-8%,-14%,-3%
CC(C)C(=O)N1CCCC1(C)C(=O)Nc1cccc(Oc2ccccc2)c1 (centres undefined),1,-3%,-23%,-0.3,-10%,2%,-6%,-5%
CCOc1ccccc1NC(=O)Nc1ccc(CC#N)cc1,0,1%,12%,1.5,-15%,-11%,1%,-12%
COc1ccc(/C=C2/C(=O)ON=C2C)cc1Br,-17,-11%,37%,-3.2,-6%,?,-8%,1.9µM*
CCn1c2ccc(Cl)cc2c2nc3ccccc3nc21,nt,15%,?,-3.1,1%,-5%,-38%,-9%
COc1ccc(N2CC(NS(=O)(=O)c3cccs3)CC2=O)cc1 (centres undefined),6,7%,2%,1.0,?,6%,-5%,4%
C=CCn1c(C)nnc1SCC(=O)c1[nH]c(C)c(C(C)=O)c1C,3,3%,18%,0.9,16%,6%,5%,-4%
CCOC(=O)C1(C)CCN1C(=O)c1ccccc1OC(F)(F)F (centres undefined),4,-12%,-3%,1.1,-3%,5%[57.1 µM],-9%,-7%
Cc1cc(NC(=O)COC(=O)C2CCN(S(=O)(=O)c3ccc(Cl)cc3)CC2)no1,0,-3%,40%,-1.9,-3%,-2%,-7%,-15%
O=C(COC(=O)/C=C/c1cccc(Cl)c1)NC1CC1,0,9%,-2%,0.6,-6%,0%,2%,-11%

# Complete entries as entered above. Order of values: PI5P4K alpha inh, EPAC1 ag, FUS yeast rescue, IL-2 act, EPAC1 antag, WRN helicase inh, Abeta rescue, PLK1 PBD inh
# CCOC(=O)C1(C)CCN1C(=O)c1ccccc1OC(F)(F)F (centres undefined) as listed: 4, -12%, -3%, 1.1, -3%, 5%[57.1 µM], -9%, -7%
# Cn1c(=O)oc2cc(S(=O)(=O)N3CCCC(C(=O)NCc4ccc5c(c4)OCO5)C3)ccc21 (centres undefined) as listed: -3, 6%, 7%, -0.2, -8%, -8%, -14%, -3%
# O=C(COC(=O)/C=C/c1cccc(Cl)c1)NC1CC1 as listed: 0, 9%, -2%, 0.6, -6%, 0%, 2%, -11%

# Next part:
SMILES,PI5P4K alpha inh,EPAC1 ag,FUS yeast rescue,IL-2 act,EPAC1 antag,WRN helicase inh,Abeta rescue,PLK1 PBD inh
Cc1ccc(-c2[nH]ncc2/C=N/n2c(COc3ccccc3)nc3ccccc3c2=O)cc1,1,5%,14%,-3.4,-8%,-25%[57.1 µM],9%,2%
COc1ccc(CC(=O)NCC2CCCN(Cc3cc(OC)cc(OC)c3)C2)cc1 (centres undefined),-2,14%,-8%,-0.6,2%,8%,-8%,-11%
Nc1c(C(=O)Nc2ccccc2)sc2nc3c(c(-c4ccco4)c12)CCCC3,-3,5%,10%,5.5,-9%,-3%,16%,-12%
COc1ccc(/C=C/C(=O)Nc2c(C(=O)O)[nH]c3ccccc23)cc1OC,?,-8%,33%,-2.1,7%,-4%,9%,27µM*
Cc1ccc(NC(=O)CN(C)S(=O)(=O)c2ccc(Br)s2)cc1F,5,-8%,9%,-3.3,-28%,-1%,-23%,0%
Cc1ccc(Nc2c(O)nc[nH]c2=O)cc1C,0,12%,-17%,0.3,-5%,-4%,27%,-12%
Cc1ccc(C)c(S(=O)(=O)N/N=C/c2cccnc2)c1,4,8%,5%,-2.5,0%,-4%,-25%,-29%
Nc1nnnn1/N=C/c1ccccc1OCc1ccc(Cl)cc1,0,13%,3%,2.5,-14%,-15%,-5%,-7%
CN(C(=O)NC1CCCCC1)c1ccccc1,1,-2%,-7%,0.5,-3%,3%,-4%,-4%
CNC(=O)COC(=O)[C@@H](Nc1ccc(S(=O)(=O)N2CCOCC2)cc1[N+](=O)[O-])C(C)C,4,-2%,12%,0.0,-6%,0%,7%,-3%
Cc1c(NS(=O)(=O)c2ccc(F)cc2)c(=O)n(-c2ccccc2)n1C,-8,0%,-7%,-0.8,-19%,0%,4%,2%
COc1ccc(S(=O)(=O)N(C)C[C@H]2OCCCC[C@H](C)Oc3ccc(N(C)C)cc3C(=O)N([C@H](C)CO)C[C@@H]2C)cc1,5,-10%,26%,-1.2,14%,0%,-6%,-12%
Cc1ccc(S(=O)(=O)/N=C(/NC(=S)Nc2cccc(C)c2)c2ccccc2)cc1,?,6%,36%,0.5,-13%,-21%,22%,?
COc1ccc(C(C(=O)NC2CCCC2)N(Cc2ccccc2)C(=O)c2nsc(Cl)c2Cl)cc1 (centres undefined),nt,18%,5%,-3.2,-2%,-15%,7%,-6%
CCCn1c(=O)c(-c2ccccc2)c(O)c2ccccc21,0,10%,-18%,-2.3,-7%,-7%,-4%,-3%
Clc1ccc(CSc2nnc(-c3ccncc3)s2)cc1,-2,1%,5%,1.2,?,-33%,7%,-14%
O=C1C(C2=NC(c3ccccn3)C3C(=O)N(c4ccc(Cl)cc4Cl)C(=O)C23)=C(O)c2ccccc21 (centres undefined),-6,-5%,0%,-3.2,-17%,3%,-3%,-11%
O=C(NCCS(=O)(=O)N1CCN(c2ccccc2F)CC1)c1ccc(Br)o1,-18,1%,9%,-1.8,2%,-1%,12%,15µM*
COCOCCn1cc(CN2CCS(=O)(=O)N(Cc3ccc(-c4ccc(Cl)nc4)cc3)C(C(C)C)C2=O)nn1 (centres undefined),2,5%,36%,-2.2,6%,1%,-18%,-10%
CCCCOc1ccc(N=Nc2ccc(N)nc2N)cn1,6,4%,-22%,-2.2,-9%,-12%,0%,-8%
COc1ccc(C=O)c(-c2c(-c3ccccc3OC)sc3ccccc23)c1,13,2%,25%,-0.5,-15%,-1%,-3%,5%
O=C(CSc1nnc(-c2ccc(Br)cc2)n1C1CCCCC1)N1CCCC1,6,14%,16%,0.7,-9%,5%,10%,-1%
COC(=O)C1=C(C(=O)OC)[C@@H]2N(C)c3ccccc3[C@@]23C[C@@H](C(=O)OC)N(C(=O)c2cccs2)C3=N1,-13,-8%,23%,-0.6,-16%,1%,-1%,-18%
CC(C)S(=O)(=O)c1csc(C(=O)NN)c1-n1cccc1,-13,0%,39%,-1.7,-14%,-2%,-8%,-4%
CN(C)c1cccc(F)c1C(=O)NC(=O)Nc1ccc(Cl)cc1,5,8%,nt,-2.2,0%,-1%,5%,-1%
O=C1NC(=Nc2cccc([N+](=O)[O-])c2)SC1(CO)CO,-5,15%,20%,0.0,8%,-2%,-3%,?
CCOC(=O)[C@]12CCCC=C1N(Cc1cccc3ccccc13)C(=O)[C@H](CC(=O)N1CCCCC1)C2,6,14%,?,-0.9,-2%,-3%,-2%,-19%
COc1cccc(-c2nn(Cc3ccccc3)cc2CO)c1,1,0%,-4%,-2.8,5%,-2%,-2%,4%
